Compound activity (PubChem BioAssay)
ZTA counter: blocks Epstein-Barr virus ZTA, an EBNA-1 counter-screen. P03206. ZTA-DNA binding, fluorescence polarization. inhibition, % at 11 µM. hit rate 0.15% among 320,000. AID 2234; in the data active = inhibition above about 33%
CR mimetic SO: reduction of superoxide in aged yeast, primary screen, HTS; AID 2690, 2010; S. cerevisiae aged cells, superoxide DHE fluorescence; stronger effect = lower value; hit rate 0.18% among 330,000; superoxide response (% of plate mean), % at 10 µM;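 active = superoxide response under a set limit, about three screen SD below normal, cut at about 65% in these data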;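 note: yeast aged for seven days with compound at 30 °C before DHE staining; 100% = average MFI of all compound-treated wells on the plate with controls excluded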
GASC-1 inh: inhibitors of GASC-1 histone demethylase, primary screen, biochemical, fluorescence, DELFIA europium; Lysine-specific demethylase 4C (Homo sapiens), Q9H3R0; GST-JMJD2C(1-420) H3K9me3 demethylation; inhibition, % at 2.35 µM; hit rate 0.069% among 330,000; AID 2099, 2009;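 active = more than half of a compound's replicate wells show inhibition beyond 50%, single wells judged on their own value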;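 note: signal counts dimethyl H3K9 product captured on neutravidin plate; 0% = median of DMSO wells and 100% = 0.3 times that DMSO median; strong numbers were not always called active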
EBNA-1 inh: EBNA-1 DNA-binding inhibitors, primary screen, biochemical, fluorescence polarization. AID 1950, 2009. inhibition, % at 14.8 µM. hit rate 0.34% among 300,000; in the data active = inhibition above about 28%
core dimer inh: inhibitors of HCV core protein dimerization, primary screen, biochemical, TR-FRET, high-throughput | AID 1899, 2009 | hit rate 0.33% among 300,000 | inhibition, % at 5 µM | TR-FRET GST/Flag-core106 dimerization, 1536-well;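 active = inhibition above the mean of all tested compounds plus 3 SD, set per screening campaign, cut at about 45% in these data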
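test system = GST/Flag-tagged HCV core106 proteins | probe or stimulus = Eu donor and XL665 acceptor anti-tag antibodies | times = compound-protein-antibody incubation 4 h at 22.5 °C | signal = TR-FRET, excitation 340 nm, emission 617 and 671 nm | measure = percent inhibition of core106 dimerization signal | controls = wells lacking GST-core106 and wells with excess unlabelled core106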
PP1 inh: PP1-alpha phosphatase inhibitors, primary screen, counter-screen for PP5 inhibitor project, biochemical, fluorescence, OMFP substrate, single point; purified PP1alpha; Serine/threonine-protein phosphatase PP1-alpha catalytic subunit (Homo sapiens), P62136; inhibition, % at 6.7 µM; hit rate 0.9% among 320,000;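 active = inhibition above the mean inhibition of all tested compounds plus 3 SD, computed separately for each screening campaign, cut at about 15% in these data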
Target sequence (P62136 whole entry, looked up): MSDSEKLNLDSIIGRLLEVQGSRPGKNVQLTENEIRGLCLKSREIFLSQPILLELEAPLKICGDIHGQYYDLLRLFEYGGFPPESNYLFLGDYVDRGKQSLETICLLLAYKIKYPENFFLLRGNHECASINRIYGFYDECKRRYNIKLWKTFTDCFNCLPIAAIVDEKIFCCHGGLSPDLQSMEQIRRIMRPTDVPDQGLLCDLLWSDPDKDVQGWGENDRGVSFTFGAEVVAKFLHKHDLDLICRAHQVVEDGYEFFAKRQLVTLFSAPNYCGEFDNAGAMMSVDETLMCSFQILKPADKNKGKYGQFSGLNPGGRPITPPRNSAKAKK
Fh CTSL1 inh: Fasciola hepatica cathepsin L1 inhibitors, primary screen, counter-screen for PFM18AAP inhibitor project, biochemical, QFRET, fluorogenic peptide substrate. recombinant F. hepatica cathepsin L1, Z-Leu-Arg-MCA fluorescence. inhibition, % at 5.96 µM. hit rate 0.49% among 300,000. AID 1906, 2009;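 active = inhibition above the mean of all tested compounds plus 3 SD, set per screening campaign, cut at about 17% in these data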;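 note: 0% = plate median of test compound wells and 100% = 1 µM Z-Phe-Ala-diazomethylketone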
PP5 primary: PP5 phosphatase inhibitors, primary screen, biochemical, fluorescence; AID 1987, 2009; Serine/threonine-protein phosphatase 5 (Homo sapiens), P53041; inhibition, % at 6.7 µM; purified PP5c, OMFP substrate fluorescence; hit rate 0.18% among 320,000;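 active = inhibition above the campaign's mean inhibition across all tested compounds plus 3 SD, cut at about 9.5% in these data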;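 note: 0% = DMSO only and 100% = 100 µM cantharidin control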
Target sequence (P53041 whole entry, looked up): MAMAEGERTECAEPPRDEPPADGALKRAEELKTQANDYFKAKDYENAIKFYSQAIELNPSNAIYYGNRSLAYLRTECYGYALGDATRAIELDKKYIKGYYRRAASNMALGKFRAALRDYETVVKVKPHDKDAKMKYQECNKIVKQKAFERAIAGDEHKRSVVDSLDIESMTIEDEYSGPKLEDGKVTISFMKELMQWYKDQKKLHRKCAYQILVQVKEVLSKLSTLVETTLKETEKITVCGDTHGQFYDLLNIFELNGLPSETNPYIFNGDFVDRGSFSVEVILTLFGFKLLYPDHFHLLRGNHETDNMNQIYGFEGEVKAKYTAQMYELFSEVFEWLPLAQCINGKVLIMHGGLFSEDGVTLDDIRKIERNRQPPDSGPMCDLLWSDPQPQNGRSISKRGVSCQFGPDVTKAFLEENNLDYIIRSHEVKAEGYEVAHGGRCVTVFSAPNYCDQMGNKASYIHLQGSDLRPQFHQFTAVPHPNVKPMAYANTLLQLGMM
TPT1 inhibitor: Candida albicans TPT1 enzyme inhibitors, primary screen, biochemical, fluorescence polarization. inhibition, % at 5 µM. tRNA 2'-phosphotransferase TPT1 (Candida albicans SC5314). recombinant caTPT1, FP RNA substrate dephosphorylation. hit rate 0.81% among 300,000;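 active = inhibition above the mean of all tested compounds plus 3 SD, set per screening campaign, cut at about 24% in these data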;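 note: plate controls were DMSO alone for no effect and ferristatin control at 100 nM for full effect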
An asterisk follows results filed as active; . = no result given.

Values run as follows: ZTA counter	CR mimetic SO	GASC-1 inh	EBNA-1 inh	core dimer inh	PP1 inh	Fh CTSL1 inh	PP5 primary	TPT1 inhibitor
1: COc1ccc(/C=C(/NC(=O)c2ccc(C)cc2)c2nc3ccccc3[nH]2)cc1OC
 : -11	99	7	-4	-5	3	6	2.3	-1
2: O=C1c2ccccc2C(=O)N1Cc1nc2ccccc2c(=O)n1CCCN1CCOCC1
 : -4	102	3	-10	2	-3	1	0.1	-3
3: O=C(Nc1ccc(-c2cn3c(n2)SCC3)cc1)c1ccc2ccccc2n1
 : -6	113	-19	-7	18	5	-1	0.8	1
4: CC1CC(C)CN(C(=O)c2ccc(S(=O)(=O)N3CCCC3)cc2)C1 (stereo not drawn)
 : -1	118	7	-4	-2	3	-1	2.3	-2
5: COc1cc(CNn2cn[nH]c2=S)cc(Cl)c1OCc1ccccc1
 : -8	123	2	-8	3	-3	-2	0.9	-1
6: Fc1ccc(Sc2ccccc2CNC2=NCCN2)cc1
 : -20	116	4	3	-1	-4	-4	2.3	-3
7: Cc1c(C)n2c(SCC(=O)N3CCCCC3)nnc2[nH]c1=O
 : 13	107	-44	5	4	-2	-2	-1.2	-2
8: CC1=C(C(=O)OCc2ccccc2)C(c2ccc(Br)cc2)NC(=O)N1CCCC(=O)O (stereo not drawn)
 : 7	98	-14	1	6	1	-1	1.2	2
9: CCC(=O)OCC(=O)Nc1ccc(OC)cc1[N+](=O)[O-]
 : -4	110	19	-15	-1	2	-12	2.4	-3
10: O=[N+]([O-])c1ccccc1N/N=C1\CCc2ccccc21
 : 3	108	32	-6	6	-3	-2	0.1	5
11: CC(=O)c1ccccc1NC(=O)COC(=O)/C=C/c1ccc(OC(F)F)cc1
 : 2	96	-6	0	1	-5	-1	-3.4	-1
12: O=C(NCCCn1ccnc1)c1cc(-c2cccnc2)nc2ccc(Br)cc12
 : 10	103	43	4	11	2	0	0.7	0
13: O=C(ON=C1CCN(c2ccc([N+](=O)[O-])cc2)CC1)c1ccccc1
 : -8	103	0	-2	8	2	0	9.7*	-2
14: CC(=O)c1nnn(-c2ccc(Cl)cc2C#N)c1C
 : -12	113	8	-1	-6	0	-4	0.6	-4
15: Cc1ccc(S(=O)(=O)N2CCOCC2)cc1NC(=O)c1cc2c(s1)CCC2
 : 4	88	-2	9	5	1	1	2.5	-5
16: COc1ccc(NC(=O)c2ccco2)cc1NC(=O)COc1ccccc1
 : 12	100	2	-3	7	-2	2	1.5	-2
17: Cc1ccc2nc(C)cc(NCCO)c2c1
 : 2	96	6	1	-8	-2	1	1.0	-1
18: CCOc1ccc(C2CC(c3ccccc3C)n3ncnc3N2)cc1 (stereo not drawn)
 : 14	117	2	4	7	-4	-4	2.4	0
19: CCc1ccc(NC(=O)Cn2nnc(C(=O)NCc3ccco3)c2N)cc1
 : 2	104	-10	-7	5	-3	-7	0.6	1
20: COc1cc(C)nc(Oc2ccc(OCCOc3ccccc3)nn2)n1
 : -5	100	-7	0	6	-2	0	-0.5	1
21: CS(=O)(=O)Nc1cccc(C2=NN(C(=O)c3ccco3)C(c3cccs3)C2)c1 (stereo not drawn)
 : 6	98	0	4	9	1	0	2.4	-1
22: Cc1ccc(C)c(-n2cc(-c3ccc(Cl)cc3)nc2SCC(=O)NC2CCS(=O)(=O)C2)c1 (stereo not drawn)
 : 3	108	7	6	4	-7	-1	1.0	-2
23: Cc1cc(C)nc(SCc2ccc(C(=O)N/N=C/c3ccccn3)cc2)n1
 : 9	97	12	10	3	4	-3	1.4	-3
24: CCN(CC(=O)Nc1ccccc1C(F)(F)F)C(=O)C1CCC1
 : 5	94	2	-14	-1	-5	1	-1.8	-2
25: Cc1onc(-c2ccccc2)c1C(=O)Nc1ccccc1C#N
 : 1	90	-45	8	-4	-3	2	-0.9	-1
26: Cc1ccc(C)c(Cn2nc(-c3ccccc3)ccc2=O)c1
 : -1	119	-16	-7	6	1	3	1.9	-1
27: Cc1cccc(-n2c(C)n[nH]c2=S)c1
 : -9	87	1	-9	-1	-4	-3	2.3	1
28: Cc1c(N)c(C(C)(C)C)cc(C(C)(C)C)c1[N+](=O)[O-]
 : -9	104	-7	13	-7	2	2	1.8	2
29: CCN1C(=O)N[C@@H](c2cccc(C(F)(F)F)c2)C(C(C)=O)=C1C
 : 0	107	0	9	2	-4	-6	-0.4	-4
30: CC(C)Cn1c(-c2cccs2)nc2nc3ccccc3nc21
 : -4	112	3	-5	0	2	7	2.5	-1
31: Cc1ccc2nc(-c3ccc(-c4cccc(Cl)c4)cc3)c(NCc3ccccc3)n2c1
 : -2	89	1	-2	-1	6	4	1.3	-5
32: O=C(O)CCN(Cc1ccccc1)S(=O)(=O)c1c(Cl)cccc1Cl
 : 6	108	4	-4	2	-4	-7	-2.5	1
33: COC(=O)N/N=C(\C)c1ccc(-n2ccnc2)cc1
 : 9	82	17	-9	-2	-2	1	1.1	-4
34: O=C(CC1CC2CCC1C2)NCCc1ccc(Cl)cc1 (stereo not drawn)
 : -1	104	12	1	5	-1	2	0.0	-4
35: CC(C)CCNC(=O)c1cccc(C(=O)NCCC(C)C)c1
 : 15	105	-2	10	5	-2	-2	2.6	4
36: CCc1noc(C)c1C(=O)N1CCCSC1=Nc1ccccc1OC
 : -11	93	12	3	1	-4	0	0.4	-1
37: CCc1ccccc1NC(=O)N1C2CCCC1CC(NC(=O)C(C)(C)C)C2 (stereo not drawn)
 : 5	111	9	-2	-2	-1	-1	0.3	-4
38: O=C(CCCn1nnc(-c2cccnc2)n1)c1ccc(F)cc1
 : 9	99	-8	-3	-4	0	-1	0.4	-4
39: O=C(Nc1ccc(C(F)(F)F)cc1)C1(c2ccccc2)CC1
 : -4	89	10	-3	-8	1	3	0.2	0
40: O=C(O)c1ccc2c(=O)n3c(nc2c1)/C(=C/c1ccccc1Br)CC3
 : -7	95	2	-7	3	1	2	0.9	-1
41: CCC(=O)Nc1ccc(N2CCN(C(=O)c3ccccc3C)CC2)cc1
 : -7	83	5	1	-4	-4	-3	1.8	1
42: COCCN(Cc1cc2cccc(C)c2[nH]c1=O)C(=O)c1ccccc1
 : 3	87	-4	3	1	-2	2	0.8	-1
43: O=C(CCc1nc(-c2ccccc2Cl)no1)NC1CCCCC1
 : 15	105	-12	-11	-8	3	-2	0.7	0
44: COc1ccc(-c2cnn3cc(-c4cccc(Cl)c4)cnc23)cc1
 : 1	90	-10	9	7	0	1	-1.2	0
45: NC(=O)C1CCCN(C(=O)c2ccc(NC(=O)c3cccs3)cc2)C1 (stereo not drawn)
 : -14	159	-32	.	.	0	.	1.9	.
46: COc1ccc(CCNC(=O)Cc2ccsc2)cc1
 : 14	100	5	11	12	-3	0	-0.3	-1
47: CN(C)CCNC(=O)c1cc(Br)ccc1Cl
 : -1	106	-2	4	4	-1	6	0.6	-2
48: O=C1N/C(=N\S(=O)(=O)Cc2ccccc2)S/C1=C/c1cccc([N+](=O)[O-])c1
 : -11	116	5	-1	0	5	2	11*	-1
49: Cc1cc(C(=O)COC(=O)c2ccc3c(c2)OCO3)c(C)n1CC1CCCO1 (stereo not drawn)
 : 6	102	-15	6	4	0	-5	-3.5	-1
50: Cc1cc(C)n(-c2cc(-n3nc(C)cc3C)ncn2)n1
 : 14	91	-1	10	7	4	1	-0.3	-1
51: CCCCn1c(SCC(=O)Nc2cc(C(F)(F)F)cc(C(F)(F)F)c2)nnc1C(CC)N(C)C (stereo not drawn)
 : -15	91	-16	0	-1	6	5	9.1	-4
52: COCCn1c(SCc2ccc(C)cc2)nc2c1c(=O)[nH]c(=O)n2C
 : 7	86	-4	3	6	-1	2	-0.4	2
53: O=C1C=C(NNC(=O)c2cccnc2)CC(c2ccco2)C1 (stereo not drawn)
 : 8	88	-24	-5	-4	-1	-1	-1.2	-12
54: CCc1nn(CC(=O)NCCN2CCN(C)CC2)c(=O)c2cc3occc3n12
 : 7	91	2	0	-1	-5	2	0.5	2
55: COc1cccc(C2N(c3ccccc3)CCN2c2ccccc2)c1OC
 : 3	95	24	4	3	1	2	-0.6	1
56: CCOC(=O)COc1cc(N)c(Cl)cc1Cl
 : -6	94	7	0	6	-4	-6	1.0	-3
57: Cc1cccc(C)c1OCc1cc(C(=O)N(C)Cc2cc(C3CC3)n[nH]2)no1
 : 8	103	9	1	-8	0	-2	8.5	2
58: COc1ccc(-c2cc(C3CCNCC3)[nH]n2)cc1
 : 0	76	6	0	-18	2	0	1.1	-5
59: Cc1cccc(NC(=O)CN(C)S(=O)(=O)c2ccc3c(c2)n(C)c(=O)c(=O)n3C)c1C
 : 6	85	-2	-9	8	-3	-1	1.0	-1
60: CCCCOc1ccc(C2C(C(=O)c3cccs3)=C(O)C(=O)N2CCN2CCOCC2)cc1 (stereo not drawn)
 : -22	75	-31	-1	0	6	0	3.0	2

Further structures follow.
Values run as follows: ZTA counter	CR mimetic SO	GASC-1 inh	EBNA-1 inh	core dimer inh	PP1 inh	Fh CTSL1 inh	PP5 primary	TPT1 inhibitor
61: CCOc1ccc(-n2cc(-c3ccccc3)c3c(N4CCOCC4)ncnc32)cc1
 : 4	100	-4	-1	6	0	4	2.1	-4
62: Cc1cc(C)nc(NC(=O)Nc2ccccc2C(F)(F)F)n1
 : 1	88	3	13	-7	4	2	1.8	4
63: CCOC(=O)c1c2c(c(=S)n(-c3ccccc3)c1N)CCC2
 : -6	99	-1	-21	-1	-2	5	3.4	-4
64: Cc1cc(C)nc(SCC(=O)NN=C2CCCC2)n1
 : -13	105	6	-19	2	2	0	-0.6	3
